Screening results from PubChem BioAssay.
XIAP antagonists: small molecules displacing peptide from XIAP – biochemical, IAP family, fluorescence polarization (AID 1018); displacement, % at 20 µM; hits with a dose series show IC50 in µM; 0.007% of 200,000 active; XIAP BIR domain, fluorescence polarization peptide displacement; higher % means a stronger effect; in the data active = displacement above about 50%; also: a part of the inactive calls stands beside numbers as strong as those of hits
Siah-1 displacement: Siah-1 peptide-binding antagonists, primary screen, biochemical, fluorescence polarization, rhodamine-plectin, uHTS (AID 1817). Siah-1 / rhodamine-plectin peptide fluorescence polarization; higher % means a stronger effect. one-dose displacement, % at 20 µM; IC50 in µM for titrated hits. 0.02% of 290,000 active;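 active = displacement of at least 50% at 20 µM, with a fluorescence ratio check between 0.3 and a set limit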;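 also: plate controls were Siah plus tracer with DMSO for no effect and tracer alone without Siah for full effect; strong numbers were not always called active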
human PMI inhibitors: MPI inhibition at elevated mannose 6-phosphate – biochemical, fluorescence intensity, high mannose 6-phosphate, primary screen (AID 1220) | 0.66% of 190,000 active | recombinant PMI enzyme, coupled fluorescence intensity; higher % means a stronger effect | one-dose inhibition, % at 20 µM; IC50 in µM for titrated hits; in the data active = inhibition above about 50%
West Nile antiviral: inhibition of WNV-induced cytopathic effect – cell-based, CPE readout (AID 1621). West Nile virus-infected cells, CPE inhibition; higher % means a stronger effect. CPE inhibition, % at 10 µM; hits with a dose series show IC50 in µM. 0.02% of 290,000 active; in the data active = a potency from the dose series; also: strong numbers were not always called active
Salmonella PhoP GFP: inhibitors of PhoP regulon expression, primary screen, Salmonella Typhimurium, GFP reporter (AID 1863). S. Typhimurium PhoP-regulated promoter GFP reporter, 4 h; higher % means a stronger effect. one-dose inhibition, % at 50 µM; IC50 in µM for titrated hits. 0.16% of 300,000 active;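 active = inhibition over 29.93%, a cutoff 3 SD above the screen mean, later confirmed by dose response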;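 also: 0% = low Mg2+ inducing control and 100% = high Mg2+ repressing control; strong numbers were not always called active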
ER stress rescue: protection against thapsigargin-triggered cell killing – 384-well, CSM14.1, ATP luminescence, primary screen (AID 1222); CSM14.1 thapsigargin-induced death rescue, ATP luminescence; higher % means a stronger effect; cellular ATP content (survival), % at 20 µM; hits with a dose series show EC50 in µM; 190,000 tested, under 10 active;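 active = EC50 below 50 µM in the dose-response confirmation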;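 also: death triggered by thapsigargin at about 15 µM added after 2 h compound pretreatment; cell ATP read after overnight thapsigargin exposure of roughly 18 to 22 hours; normalized against plate controls of thapsigargin alone and 5% DMSO vehicle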
M1AAP inhibition: P. falciparum M1AAP inhibitors, biochemical, fluorogenic H-Leu-NHMec substrate, 1536-well (AID 1445). recombinant M1AAP, H-Leu-NHMec fluorogenic kinetic assay; higher % means a stronger effect. one-dose inhibition, % at 30 µM; IC50 in µM for titrated hits. 0.42% of 220,000 active;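 active = primary inhibition above the hit cutoff, then over 50% inhibition at one or more dose response concentrations, cut at about 23% in these data, passing the limit was not always enough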;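 also: plate controls were DMSO full reaction for no effect and no enzyme background for full effect; strong numbers were not always called active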
Yfh1-depleted yeast: mitochondrial function rescue without frataxin homolog – Friedreich's ataxia, plus single-dose screen, dose response (AID 1465) | S. cerevisiae Yfh1-off respiration, WST-1 reduction, 72 h; higher fold induction means a stronger effect | one-dose fold induction at 50 µM; EC50 in µM for titrated hits | 0.074% of 220,000 active;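 active = fold induction of absorbance versus untreated yeast above a set limit, then at least 30% activation at any dose in follow-up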;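 also: activators that raise dye reduction in frataxin-depleted yeast; strong numbers were not always called active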
P. falciparum M17LAP: P. falciparum M17LAP inhibitors, primary screen, biochemical, fluorogenic H-Leu-NHMec substrate, 1536-well (AID 1619); 0.38% of 220,000 active; recombinant M17LAP, H-Leu-NHMec fluorogenic kinetic assay; higher % means a stronger effect; inhibition, % at 30 µM; hits with a dose series show IC50 in µM;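 active = compound inhibiting the enzyme by more than half at any dose during confirmatory dose-response retesting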;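 also: plate controls were full reaction with DMSO carrier for no effect and no enzyme background for full effect; strong numbers were not always called active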
The depositor's hits bear a star; i = inactive; x = not tested or not shown. No enrichment for hits; overall some 1.6% were active at least once.

smiles	XIAP antagonists	Siah-1 displacement	human PMI inhibitors	West Nile antiviral	Salmonella PhoP GFP	ER stress rescue	M1AAP inhibition	Yfh1-depleted yeast	P. falciparum M17LAP
CCCCC(=O)NCCNc1nc2c(c(=O)n(C)c(=O)n2C)n1Cc1ccccc1	-0.7%	1%	-2%	-1.0%	-11%	0.0%	2%	i	-2%
N/C(=N\OC(=O)CCCOc1ccccc1)c1ccc([N+](=O)[O-])cc1	-4.0%	28%	2%	-0.4%	-8%	-0.6%	7%	i	6%
CCN1C(=O)CC(N2CCN(C(c3ccccc3)c3ccccc3)CC2)C1=O (stereo unspecified)	-0.4%	5%	7%	-0.4%	-2%	-4.4%	6%	i	5%
CCC(C)N(C(=O)C(F)(F)F)C(C(=O)NC1CCCCC1)c1ccncc1 (stereo unspecified)	0.0%	1%	-12%	1.3%	4%	-4.4%	5%	i	-9%
COc1cc(C(=O)Nc2ccc3c(c2)OCCO3)c(-n2cnnn2)cc1OC	-2.4%	3%	0%	0.4%	-4%	-0.7%	3%	i	2%
O=C1CN(C(=O)c2ccc(Cl)c(S(=O)(=O)N3CCc4ccccc43)c2)c2ccccc2N1	x	-3%	x	-0.6%	-2%	x	6%	i	-8%
Cc1cccc(C)c1NC(=O)COC(=O)C1Cc2ccccc2CN1C(=O)c1ccccc1 (stereo unspecified)	0.7%	4%	1%	-1.0%	-1%	6.4%	1%	i	9%
O=C1CCCC2=C1Sc1ccc(Cl)cc1N2	x	0%	x	1.1%	-2%	x	2%	i	-13%
CCc1ccc2c(CN3CCN(S(=O)(=O)c4ccc5c(c4)OCCO5)CC3)cc(=O)oc2c1	-4.5%	2%	-9%	-0.8%	-9%	5.7%	16%	i	13%
O=C(O)c1ccc(N=c2oc3cc(O)ccc3cc2C(=O)NCc2ccccc2)cc1	-14%	-7%	19%	0.4%	1%	1.6%	29%	i	37%
CCOc1ccc(OCC)c(NC(=O)CN(c2ccc(C)cc2)S(=O)(=O)c2c(C)noc2C)c1	-8.9%	0%	7%	0.6%	0%	-2.0%	-4%	i	0%
CCCCCN1CSC(=S)N(Cc2ccccc2)C1	1.1%	10%	10%	-0.3%	15%	-3.7%	1%	i	5%
CC(C)C(NC(=S)NCc1ccccc1)C(=O)O (stereo unspecified)	-2.4%	-1%	-13%	-0.5%	-9%	-4.4%	7%	i	3%
CCC[C@@H](NS(=O)(=O)c1ccc(C)cc1)C(=O)Oc1ccc2c3c(c(=O)oc2c1)CCC3	0.6%	-4%	4%	0.1%	7%	6.9%	0%	i	-35%
O=C(CNC(=O)c1ccco1)N/N=C/c1ccc(O)c([N+](=O)[O-])c1	-10%	-5%	14%	0.2%	4%	0.9%	9%	i	-36%
CC(=O)OCC1OC(OC(C)=O)C(NC(=O)c2cccnc2)C(OC(C)=O)C1OC(C)=O (stereo unspecified)	1.5%	4%	-8%	0.1%	-12%	4.1%	6%	i	-8%
O=C(COC(=O)c1cccc2ccccc12)NCCCc1ccccc1	-5.8%	-1%	6%	0.7%	-3%	3.0%	11%	i	13%
Cc1c(NCc2ccccc2O)c(=O)n(-c2ccccc2)n1C	x	-4%	x	-0.3%	-10%	x	8%	i	7%
O=C(O)C1C2C=CC(C2)C1C(=O)Nc1ccc(C(=O)N2CCCCC2)cc1 (stereo unspecified)	x	1%	18%	x	-2%	-2.0%	-1%	x	12%
Cc1c(NC(=S)N/N=C/c2cc([N+](=O)[O-])ccc2O)c(=O)n(-c2ccccc2)n1C	x	-3%	x	0.8%	6%	x	10%	i	12%
COC(=O)C1=CN(CC2CCCO2)C=C(C(=O)OC)C1c1cc(OC)c(OC)c(OC)c1 (stereo unspecified)	-4.6%	3%	10%	-1.2%	2%	3.8%	7%	i	-158%
COc1ccc(N2C(C)=CS/C2=C(/C#N)c2nnc(N3CCOCC3)n2-c2ccccc2)cc1	-2.9%	3%	-8%	-0.1%	-3%	6.3%	4%	i	19%
CC(=O)Oc1ccc2oc(=O)c3c(c2c1)CCCN3C(=O)CN1CCN(c2ncccn2)CC1	-6.0%	2%	6%	0.0%	-3%	-1.7%	9%	i	6%
CCOC(=O)c1cc2occc2n1CC(=O)NCCOC	-5.1%	-2%	-7%	0.1%	-3%	0.0%	16%	i	1%
O=C(c1ccc(Cl)c([N+](=O)[O-])c1)N(Cc1ccccc1)C1CCS(=O)(=O)C1 (stereo unspecified)	-8.1%	1%	-3%	-1.4%	-9%	0.5%	-1%	i	5%
O=C(OCC(=O)N1CCN(C(=O)c2ccco2)CC1)c1cc(=O)c2ccccc2o1	-3.5%	6%	-9%	1.2%	-4%	-0.5%	2%	i	4%
Cc1ccc(S(=O)(=O)NNC(=O)C(=O)NNS(=O)(=O)c2ccc(C)cc2)cc1	-4.4%	7%	6%	0.3%	-4%	0.0%	17%	i	19%
Cc1ccc(C2C(C#N)=C(N)SC(N)=C2C#N)c(C)c1	-8.4%	-3%	-3%	0.7%	-26%	5.4%	3%	i	15%
CC1(C)CC(N2CCN(CCO)CC2)=CC(=S)N1	x	0%	x	1.5%	-7%	x	11%	i	14%
O=S(=O)(c1cccs1)N1CCN(c2ccnc3cc(Cl)ccc23)CC1	x	0%	x	15%	3%	x	15%	i	5%

Continued.
smiles	XIAP antagonists	Siah-1 displacement	human PMI inhibitors	West Nile antiviral	Salmonella PhoP GFP	ER stress rescue	M1AAP inhibition	Yfh1-depleted yeast	P. falciparum M17LAP
COc1cccc(C2Nc3ccccc3C(=O)N2O)c1O (stereo unspecified)	-1.9%	2%	-10%	0.0%	24%	-5.6%	17%	i	26%
C=CCn1c(Cc2cccs2)nnc1SCC(=O)c1ccc2ccccc2c1	-4.1%	-4%	8%	-1.0%	-15%	-1.1%	3%	i	0%
Fc1ccc(NC(=S)Nc2cccc(Cl)c2)cc1	-5.0%	9%	4%	0.4%	1%	-3.5%	-2%	i	-5%
FC(F)(F)c1ccc2c(c1)n(Cc1ccccc1)c1[n+]2CCCCC1	-5.2%	6%	0%	0.0%	3%	18%	11%	i	-1%
CC1(C)CC(=O)C2=C(C1)N(C1CCCCC1)C(=O)C2(O)C(F)(F)F (stereo unspecified)	-4.5%	0%	-4%	-0.2%	-3%	-0.7%	4%	i	1%
C=CCn1c(SCC(=O)NC(=O)NCc2ccco2)nc2sc(C)c(C)c2c1=O	-7.5%	3%	6%	-1.3%	3%	1.1%	4%	i	0%
CCOC(=O)N1CCN(C(=O)CNC2CCCCCCC2)CC1	0.4%	1%	-6%	-0.3%	5%	1.9%	-3%	i	-9%
COc1ccc(C2C(C(=O)O)c3ccccc3C(=O)N2Cc2ccco2)cc1 (stereo unspecified)	x	2%	x	0.3%	-10%	x	2%	i	11%
OCCC1CN(Cc2ccc3nsnc3c2)CCN1C1CCCCC1 (stereo unspecified)	-3.6%	9%	4%	-0.3%	-3%	-1.0%	5%	i	5%
Cc1cc(N/N=C/c2ccc(O)cc2O)nc(N2CCOCC2)n1	x	0%	x	1.0%	-10%	x	11%	i	5%
COc1ccc(C(CNC(=O)c2ccccc2SC)N(C)C)cc1 (stereo unspecified)	-6.3%	3%	-7%	-0.5%	-2%	-0.6%	2%	i	4%
CC1Cc2ccccc2N1CC(=O)NCc1ccccc1Cl (stereo unspecified)	-1.8%	-3%	-5%	-0.9%	17%	-6.7%	-3%	i	-7%
COCCn1nnnc1C(CC(C)C)N1CCN(c2ccccc2)CC1 (stereo unspecified)	-3.9%	2%	49%	-0.4%	7%	-3.9%	5%	i	6%
Cc1ccc(C(=O)Nc2ccc(S(=O)(=O)N3CCc4ccccc4C3)cc2)o1	2.5%	3%	16%	-1.2%	-1%	-2.2%	2%	i	8%
CCCOc1ccc([N+](=O)[O-])c(N)c1	-4.9%	12%	0%	0.8%	6%	0.4%	7%	i	4%
Cn1c(NCc2ccccc2O)nc2ccccc21	2.2%	1%	-1%	-0.8%	39%	-2.6%	0%	i	16%
COc1cc(C(=O)NC(=S)Nc2csc(-c3ccc(F)cc3)n2)cc(OC)c1OC	x	0%	x	2.4%	2%	x	-1%	i	-7%
COc1ccc(S(=O)(=O)NCCSCc2ccco2)cc1Cl	-1.6%	-5%	13%	0.6%	-4%	-3.3%	2%	i	-7%
CC(C)(C)c1ccc(-c2cn(-c3ccc(Br)cc3)c3[n+]2CCCS3)cc1	-6.8%	-10%	-20%	-1.7%	7%	-3.0%	1%	i	-5%
Cc1ccc(-c2nn(C)c(=O)c3ccccc23)cc1CNC(=O)c1ccco1	-4.3%	5%	0%	0.2%	-5%	-0.7%	21µM*	i	-1%
Nc1nc(SCc2ccc(Cl)cc2)[nH]c(=O)c1-c1ccccc1	-5.8%	-2%	-9%	0.6%	9%	-2.5%	1%	i	5%
CN(C)/C=N/c1cc(=O)n(C)c(=O)n1CC1CC1	-6.1%	2%	1%	-0.4%	17%	-0.2%	-10%	i	13%
O=C(Cn1cc(/C=N/O)c2ccccc21)N1CCOCC1	-5.4%	3%	-6%	-0.2%	7%	-2.6%	-5%	i	79µM*
OCCN(CCO)c1ncnc2c1oc1ccc(Br)cc12	-4.5%	-4%	-44%	-0.1%	11%	-2.9%	4%	i	-4%
COc1ccccc1-n1c(SCC(=O)N2CCOCC2)nc(O)c(Cc2ccccc2)c1=O	-3.6%	-4%	4%	0.6%	-3%	-0.2%	10%	i	6%
COc1ccc(C2C3=C(CC(C)(C)CC3=O)Nc3n[nH]c(C)c32)cc1 (stereo unspecified)	-8.4%	-5%	1%	-0.1%	8%	0.9%	5%	i	-31%
S=c1[nH]nc(COc2ccccc2)n1/N=C/c1cccs1	-2.2%	-8%	7%	0.4%	8%	1.4%	2%	i	4%
Cc1ccc(-c2oc3ccccc3c(=O)c2OCC(=O)O)cc1	-6.9%	-1%	-35%	0.2%	-7%	-0.5%	10%	i	8%
Cc1nnc(SCC(=O)N(C)c2c(N)n(Cc3ccccc3)c(=O)[nH]c2=O)n1Cc1ccccc1	-2.2%	1%	10%	0.3%	5%	-0.2%	4%	i	-3%
CCNC(=O)NC(=O)COC(=O)c1ccccc1SCC(=O)NC(=O)NCC	-11%	-3%	10%	0.3%	-8%	-3.1%	2%	i	-27%

No new results follow: an excerpt of the list.
smiles	XIAP antagonists	Siah-1 displacement	human PMI inhibitors	West Nile antiviral	Salmonella PhoP GFP	ER stress rescue	M1AAP inhibition	Yfh1-depleted yeast	P. falciparum M17LAP
CCCCCN1CSC(=S)N(Cc2ccccc2)C1	1.1%	10%	10%	-0.3%	15%	-3.7%	1%	i	5%
CC(C)C(NC(=S)NCc1ccccc1)C(=O)O (stereo unspecified)	-2.4%	-1%	-13%	-0.5%	-9%	-4.4%	7%	i	3%
